H9c2 TAG inh: inhibitors of triacylglycerol accumulation, primary screen, cell-based, uHTS, fluorescence, H9c2; actives 0.66% (n = 230,000); H9c2 cells, Nile Red lipid (TAG) fluorescence; cells loaded with 200 µM oleic acid; inhibition, % at 12.5 µM;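 active means pattern-corrected inhibition of lipid staining of at least 50% with the nuclear-stain viability signal not falling by more than 50%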;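 further: 0% = DMSO wells and 100% = triacsin C control wells; some results filed as inactive read as strong as hits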
H9c2 TAG inh DAPI viability: further read-out of H9c2 TAG inh, marked with its call; DAPI nuclei signal change (viability), lower = more cytotoxic, %;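 whole-well DAPI fluorescence read on a plate reader as a viability signal; minus 50 percent equals half of cells still viable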
* = called active by the depositor. Not all compounds are listed; the hit share may differ from the screen's.

SMILES | H9c2 TAG inh | H9c2 TAG inh DAPI viability
CC1CCCCC1NC(=S)NC(=O)c1ccccc1Cl (configuration not stated) | 0 | 3
CCN(CC)c1ccc(/C=N/N2CCN(Cc3ccccc3)CC2)cc1 | 3 | 9
COc1ccccc1NS(=O)(=O)c1cccc(C(=O)NCC(c2ccco2)N2CCCCC2)c1 (configuration not stated) | -1 | 5
CCn1c(COC(=O)CNC(=O)c2ccccc2F)nc2cc(S(=O)(=O)N(C)C)ccc21 | 1 | 2
COc1ccc(-c2nc(CN3CCC(C(=O)N4CCOCC4)CC3)c(C)o2)c(OC)c1 | -14 | -2
O=C(NCc1ccco1)c1cccc2c1C(=O)c1ccc(N3CCCC3)cc1S2(=O)=O | -40 | 4
Cc1cccc(OCc2nnc(SCC(=O)N3c4ccccc4CCc4ccccc43)o2)c1 | -11 | -4
CCCN1CCc2c(sc(NC(=S)NC(=O)c3ccccc3)c2C#N)C1 | -40 | 18
CC(C)N(Cc1ccccc1)C(=O)COC(=O)c1cnccn1 | 17 | -5
COc1ccc(S(=O)(=O)NCCSCc2ccco2)cc1Cl | -13 | 2
CN(C)S(=O)(=O)c1ccc(NC(=O)c2ccncc2)cc1 | 0 | 7
COc1ccc(F)cc1S(=O)(=O)NC(Cc1ccccc1)C(N)=O (configuration not stated) | -7 | 6
CC1CCN(C(=O)CSc2nc3c(c(=O)n2C)SCC3)CC1 | -9 | -7
COc1c(C)cc(Br)cc1C(=O)NC(=S)NCc1ccco1 | -2 | -5
Cc1c(NC(=O)COC(=O)c2ccc(Br)o2)c(=O)n(-c2ccccc2)n1C | 3 | -6
COC(=O)C1CCN(S(=O)(=O)c2ccc(NC(C)=O)cc2)CC1 | -7 | -8
Cc1ccc(Nc2nnc(SCc3nc4ccccc4c(=O)[nH]3)s2)cc1 | -24 | -5
COc1ccccc1NC(=O)c1csc2c1CCC(C)C2 (configuration not stated) | -15 | 5
CCOC(=O)c1c(C)n(C)c2cc(Br)c(C(=O)OC)cc12 | 2 | 2
O=C(OCC(=O)N(CCc1ccccc1)Cc1ccccc1)c1cccc(O)c1 | -4 | -4
CC1(C)NC(C(=O)O)Cc2c1[nH]c1ccccc21 (configuration not stated) | 7 | 5
COc1cc(C(=O)Nc2ccccc2N2CCN(S(C)(=O)=O)CC2)cc(OC)c1OC | 11 | 6
CC1CCCN(c2ccc([N+](=O)[O-])s2)C1 (configuration not stated) | -12 | -1
CCCCN(C(=O)c1cnc2n(c1=O)CCS2)c1ccccc1 | 5 | -6
Cc1c(N)cc(S(=O)(=O)O)cc1NC(=O)c1cccc([N+](=O)[O-])c1 | 0 | -10
CCOc1ccc(C(=O)Nc2ccccc2N2CCN(C(=O)c3ccccc3)CC2)cc1[N+](=O)[O-] | 17 | 11
O=C(CCCCC(=O)N1CCOCCOCCOCC1)OCc1ccccc1 | -2 | -1
CCc1nnc(NC(=O)Nc2ccc(OC)cc2)s1 | -9 | 3
Cc1csc(NC(=O)c2ccncc2)n1 | -2 | 6
COc1cc(CN(C2CC2)S(=O)(=O)c2ccccc2Br)cc(OC)c1 | -12 | 4

Compound profiles (already shown). Values in the order: H9c2 TAG inh | H9c2 TAG inh DAPI viability
`CCc1nnc(NC(=O)Nc2ccc(OC)cc2)s1` in the list: -9 | 3
`CCCCN(C(=O)c1cnc2n(c1=O)CCS2)c1ccccc1` in the list: 5 | -6

Other results:
SMILES | H9c2 TAG inh | H9c2 TAG inh DAPI viability
NNC(=S)NCc1cccnc1 | -32 | 14
O=c1cc(O)nc2n1CCCS2 | 3 | -8
CCCN1CCC(NC(=O)Nc2ccc([N+](=O)[O-])cc2)CC1 | -15 | 6
O=C(Nc1ccc(Cl)cc1F)C1CC1 | 6 | -5
O=C(c1ccccc1)N1CCN(C(=O)c2ccncc2)CC1 | 1 | -2
O=C(CN1CCN(c2ncc(C(F)(F)F)cc2Cl)CC1)N1CCN(c2ncc(C(F)(F)F)cc2Cl)CC1 | 42 | -12
CC(C)(C)OC(=O)CNC(=O)c1[nH]cnc1C(=O)N[C@@H](CCCCNC(=O)OC(C)(C)C)C(=O)OC(C)(C)C | -13 | -3
CC(=O)Nc1ccc(C(=O)N2CCCCC2c2cc(C(=O)Nc3ccccc3)no2)cc1 (configuration not stated) | 6 | -3
Cc1oc2c(c1C(=O)NC(Cc1c[nH]c3ccccc13)C(=O)O)CCCC2 (configuration not stated) | 13 | -6
O=c1c2cc(Cl)ccc2nc(-c2ccccc2Cl)n1O | -2 | -4

A draw from above in order of count of non-hydrogen atoms, descending.
SMILES | H9c2 TAG inh | H9c2 TAG inh DAPI viability
CC(C)(C)OC(=O)CNC(=O)c1[nH]cnc1C(=O)N[C@@H](CCCCNC(=O)OC(C)(C)C)C(=O)OC(C)(C)C | -13 | -3
O=C(CN1CCN(c2ncc(C(F)(F)F)cc2Cl)CC1)N1CCN(c2ncc(C(F)(F)F)cc2Cl)CC1 | 42 | -12
CCOc1ccc(C(=O)Nc2ccccc2N2CCN(C(=O)c3ccccc3)CC2)cc1[N+](=O)[O-] | 17 | 11
CC(=O)Nc1ccc(C(=O)N2CCCCC2c2cc(C(=O)Nc3ccccc3)no2)cc1 (configuration not stated) | 6 | -3
COc1cc(C(=O)Nc2ccccc2N2CCN(S(C)(=O)=O)CC2)cc(OC)c1OC | 11 | 6
O=C(OCC(=O)N(CCc1ccccc1)Cc1ccccc1)c1cccc(O)c1 | -4 | -4
O=C(CCCCC(=O)N1CCOCCOCCOCC1)OCc1ccccc1 | -2 | -1
Cc1c(NC(=O)COC(=O)c2ccc(Br)o2)c(=O)n(-c2ccccc2)n1C | 3 | -6
Cc1ccc(Nc2nnc(SCc3nc4ccccc4c(=O)[nH]3)s2)cc1 | -24 | -5
COc1cc(CN(C2CC2)S(=O)(=O)c2ccccc2Br)cc(OC)c1 | -12 | 4
COc1ccc(F)cc1S(=O)(=O)NC(Cc1ccccc1)C(N)=O (configuration not stated) | -7 | 6
COC(=O)C1CCN(S(=O)(=O)c2ccc(NC(C)=O)cc2)CC1 | -7 | -8
COc1c(C)cc(Br)cc1C(=O)NC(=S)NCc1ccco1 | -2 | -5
CCOC(=O)c1c(C)n(C)c2cc(Br)c(C(=O)OC)cc12 | 2 | 2
O=c1c2cc(Cl)ccc2nc(-c2ccccc2Cl)n1O | -2 | -4
CCc1nnc(NC(=O)Nc2ccc(OC)cc2)s1 | -9 | 3
CC1(C)NC(C(=O)O)Cc2c1[nH]c1ccccc21 (configuration not stated) | 7 | 5
Cc1csc(NC(=O)c2ccncc2)n1 | -2 | 6
O=C(Nc1ccc(Cl)cc1F)C1CC1 | 6 | -5
NNC(=S)NCc1cccnc1 | -32 | 14

Further structures
SMILES | H9c2 TAG inh | H9c2 TAG inh DAPI viability
CC1(C(=O)N2CC3(CC(c4cccc(NC(=O)COc5ccc(Cl)cc5)c4)=NO3)C[C@@H]2C(N)=O)CC1 (some centres not stated) | -23 | 4
Clc1ccc(/C=N/N2CCCCC2)cc1 | 8 | -4
CC(C(=O)NC(C)(C)C)N(C(=O)CS(=O)CC(=O)Nc1ccc(F)cc1)c1ccccc1F (configuration not stated) | 4 | -4
N/C(Cc1cccs1)=N\OC(=O)COc1ccc(Cl)cc1Cl | 1 | 3
OCc1ccccc1CN1CCCCCC1 | 4 | -4
Cc1ncc(CN2CCC(C(=O)Nc3ccc(-n4cccn4)cc3)CC2)s1 | 1 | -1
CCc1ccc(C(=O)N2CCN(c3ccc(NC(=O)c4ccco4)cc3)CC2)cc1 | -9 | 5
CC(C)NC(=O)c1onc(CSc2ccc(C(C)C)cc2)c1C(=O)O | -2 | 1
COc1ccc(C(O)c2nc(-c3cnn(C)c3)cs2)cc1 (configuration not stated) | -16 | 4
CCOC(=O)/C=C/[C@H]1Cc2ccccc2CO1 | 10 | -12
O=C(O)Cc1ccc2oc(-c3cccnc3)nc2c1 | 0 | -4
C=CCOc1cccc(C(=O)Nc2ncn[nH]2)c1 | 13 | -9
CC(C)(CNC(=O)c1ccc(Br)o1)N1CCOCC1 | 0 | 3
CC1CCN(C(=O)c2ccc(NC(=O)c3ccccc3)cc2)CC1 | 5 | 5
Cc1ccc(NC(=O)c2ccc(Cl)c(S(=O)(=O)N3CCCCC3)c2)nc1 | -57 | 8
CCC(C)C(NC(=O)C1CCC(C)CC1)C(=O)NCc1ccccn1 (configuration not stated) | 1 | -10
CCOc1ccc2nc(NCCO)[nH]c2c1 | 16 | -10
Cc1ccc(NC(=O)CNS(=O)(=O)c2ccc(F)cc2)cc1C | -5 | 12
N=C1/C(=C\c2ccc(-c3ccc(C(=O)O)cc3)o2)C(=O)N=C2SC=C(c3ccccc3)N12 | -2 | 3
CC(C)CCN1NC2(CCC(C)CC2)NC1=S (configuration not stated) | 6 | 0
O=C(NN=C1c2ccccc2-c2ccccc21)c1ccccc1 | -4 | 1
CCc1cccc2c(C(=O)CN3C(=O)C(=O)N(C4CCCC4)C3=O)c[nH]c12 | 9 | 2
CC(C)(C)C(=O)N1CCC(O)(CS(=O)(=O)Cc2ccccc2)CC1 | -3 | -3
CCCCOC(=O)c1ccc(NC(=S)NC(=O)c2c(Cl)cnn2C)cc1 | 22 | 2
Cc1ccc(CC(=O)Nc2cccc(S(=O)(=O)N3CCOCC3)c2)cc1 | 8 | -5
O=C(NCC1CCCO1)C1CCN(C(=O)c2ccc(Cl)cc2)CC1 (configuration not stated) | 8 | -6
c1ccc(Cn2nnc3c(NCc4ccc5c(c4)OCO5)ncnc32)cc1 | -40 | 3
O=C1c2ccc(-c3ccc(F)cc3OCc3ccccc3)cc2S(=O)(=O)c2cccc(C(=O)N3CCN(c4ncc(Cl)cc4Cl)CC3)c21 | 19 | -3
O=C(C1=C[C@H](C2CC2)C[C@H](OCc2ccc(CO)cc2)O1)N1CCN(Cc2ccccc2)CC1 | -23 | 8
Cc1cc(Br)ccc1NC(=O)CNC(=O)CSc1n[nH]c(N)n1 | -21 | -4
Fc1ccc(CN(Cc2ccccc2)C(c2cccs2)c2nnnn2C2CCCCC2)cc1 (configuration not stated) | -21 | -9
CC(C)CC(=O)NC(=S)Nc1sc2c(c1C(N)=O)CCC2 | 1 | 5
COc1ccc(NC(=O)N2CCC(NC(=O)c3ccco3)CC2)cc1 | 5 | -13
CN(C)c1ccc(CNC(=O)C2Cc3c(-c4cccc(C(N)=O)c4)ccnc3O2)cc1 (configuration not stated) | -29 | 9
CN1CCN(c2ccc(Cl)cc2NC(=O)c2ccc(S(=O)(=O)N(C)C)cc2)CC1 | 52* | -13*
OCCNCc1cc(Br)ccc1OCc1ccc(F)cc1 | 2 | 11
CC(=O)C1=C(C)N(Cc2ccccc2)C(=O)N[C@@H]1c1cccc(C(F)(F)F)c1 | -2 | 1
CN(C)C(=O)CCc1ccc2c3c([nH]c2c1)[C@]1(C)[C@@H](C(=O)N2CCCCC2)C[C@H](CC(=O)NCCC2=CCCCC2)C(=O)N1CC3 | 7 | -4
O=C(NN1C(=O)c2ccccc2NC1c1ccco1)c1ccc(Br)cc1 (configuration not stated) | -10 | 3
CCOCc1c(C(=O)OCC(=O)/C(C#N)=C(\C)N)oc2ccccc12 | -6 | 2
COc1ccc(Cl)cc1C1=CC(=O)C[C@H](c2ccc(F)cc2)C1 | -16 | -4
CN(C)CC(C)(C)CNC(=O)C1CCN(CCCc2ccccc2)CC1 | -2 | 8
Cc1ccc(N(Cc2ccc(C(=O)NCCSc3ccccn3)cc2)S(C)(=O)=O)cc1C | 6 | -1
CC(Oc1ccc(F)cc1)C(=O)Nc1cc(Cl)ccc1-n1cncn1 (configuration not stated) | -3 | -10
COc1ccc(-c2csc3ncnc(N4CCN(c5cccc(C)c5C)CC4)c23)cc1 | -15 | -3
CCOC(=O)CSc1cc(C)c(C#N)c2nc3ccccc3n12 | -15 | 3
COc1cc(C(=O)Nc2nncs2)cc(OC)c1OC | 1 | 4
COc1ccc(N2CCN(C(=O)c3c(-c4ccccc4)noc3C)CC2)cc1 | 6 | 10
CCc1ccc(OCC(O)CN2CCN(c3ccccc3)CC2)cc1 (configuration not stated) | -1 | 0
CC(C)(C)C(=O)Nc1ncc(C(F)(F)F)cc1Cl | 13 | -10
Further structures:
SMILES | H9c2 TAG inh | H9c2 TAG inh DAPI viability
C/C=C(\C)c1nnc(NC(=O)OCC)s1 | 11 | -4
CC12CCC3c4ccc(O)c([N+](=O)[O-])c4CCC3C1CCC2=O (configuration not stated) | 12 | -3
Cc1nn(C(C)C(=O)NCC2CCCO2)c(=O)c2cc3occc3n12 (configuration not stated) | 10 | -9
CNS(=O)(=O)c1cccc(C(=O)OCC(=O)NC2CCCC(C)C2C)c1 (configuration not stated) | -9 | 4
Cc1ccc(S(C)(=O)=NS(=O)(=O)c2cccc3nsnc23)cc1 (configuration not stated) | 14 | -16
O=[N+]([O-])c1ccc(C2CN=C(Nc3ccccc3)S2)cc1 (configuration not stated) | -15 | -1
CC(C)(C)c1ccc(-c2cn(-c3ccc(Br)cc3)c3[n+]2CCCS3)cc1 | 3 | 1
CCn1cc(/C=N\NC(=O)c2csc3ccccc23)c(C)n1 | -22 | 2
